Source: PubChem BioAssay (The Scripps Research Institute Molecular Screening Center)
SRC3 TRFRET art = counter-screen for PPARgamma SRC-3 recruitment agonists: TR-FRET artefact | TR-FRET ratio at 8 µM | AID 1048 | 99,000 compounds, 0.39% hits | PPARgamma/SRC-3 format; stronger effect = higher value; in the data active means TR-FRET ratio above about 2000; further: inactives centre near 1600; reference of the scale not given here
SRC1 TRFRET art = TR-FRET artefact, counter-screen to PPARgamma/SRC-1 agonist assay. 99,000 compounds, 0.34% hits. TR-FRET detection artefact counter-screen, emission ratio; stronger effect = higher value. TR-FRET ratio at 8 µM; in the data active means TR-FRET ratio above about 2300; further: inactives centre near 1800; reference of the scale not given here
* marks the source's active call; other numbers are inactive results.

Molecule	SRC3 TRFRET art	SRC1 TRFRET art
Cc1sc2nc(C3CC3)nc(SCC(=O)N3CCCc4ccccc43)c2c1C	1670	1985
CCN(CC)S(=O)(=O)c1ccc(/C=C/C(=O)OCC#N)cc1	1619	1844
O=C(N/C(=C/c1cccnc1)C(=O)N1CCOCC1)c1ccccc1	1652	1858
Cc1csc(NC(=S)Nc2cccc(Cl)c2)n1	1506	1681
C#CCOC(=O)/C(=C/C=C/c1ccccc1)NC(=O)c1ccccc1	1421	1810
O=C(Nc1ncc(Cl)cc1Cl)c1c(F)cccc1Cl	1706	1843
O=C(c1cnccn1)N1CCN(c2ccccc2F)CC1	1614	1506
Cc1ccc(NC(=O)C(Cc2ccccc2)NC(=O)OCc2ccccc2)cc1C (stereo unspecified)	1316	1607
CSC(=NCCCN1CCOCC1)NS(=O)(=O)c1cccs1	1594	1966
CCCCn1c(N)c(NCC)c(=O)[nH]c1=O	1570	1701
O=C1NC2=C(CCc3ccccc32)C(c2ccccc2)N1 (stereo unspecified)	1607	2057
COc1cc(Cl)c(C)cc1NC(=O)COC(=O)C(NS(=O)(=O)c1ccc(Cl)cc1)C(C)O (stereo unspecified)	1806	1913
CN(CC(=O)Nc1ccccc1Oc1ccccc1)Cc1ccccc1F	1693	1845
O=C(CSc1ccc(-c2ccccn2)nn1)c1ccccc1	1535	1491
Cc1ccc(C2CC(c3cccs3)=NN2S(=O)(=O)c2ccc(C)cc2)cc1 (stereo unspecified)	1579	1667
O=C(N/N=C1\C(=O)c2cccc3cccc1c23)c1ccc(O)cc1	1684	1788
COc1cccc(CSc2ccc(S(=O)(=O)N3CCOCC3)cc2C(=O)NCC2CCCO2)c1OC (stereo unspecified)	1632	1724
C1CC2CN(c3nc4nonc4nc3N3CCSCC3)CCN2C1 (stereo unspecified)	1408	1444
COc1ccc(NC(=O)c2ccc(COCC(F)(F)C(F)F)cc2)cc1OC	1782	1822
CC[C@@H](C)C(NC(=O)OC(C)(C)C)c1cn([C@@H](CCC(=O)OC(C)(C)C)C(=O)N2CCN(C(=O)OC(C)(C)C)CC2)nn1 (stereo partly specified)	1525	1546

Next structures
Molecule	SRC3 TRFRET art	SRC1 TRFRET art
CCc1c(C)sc(NC(=O)c2ccccc2[N+](=O)[O-])c1C(N)=O	1542	1600
COc1ccc([N+](=O)[O-])cc1N(CC(O)CN1CCCCC1)S(=O)(=O)c1ccccc1 (stereo unspecified)	1518	1882
Brc1ccccc1-c1csnn1	1538	1889
Cn1c(-c2c(N)n(-c3ccccc3)c3nc4ccccc4nc23)nc2ccccc21	1690	1749
OCCNc1nc(C2CC2)nc2c1nnn2Cc1ccccc1Cl	1627	2010
COc1ccc(C(=O)C2CCCN(Cc3cccc4c3OCO4)C2)cc1OC (stereo unspecified)	1703	1568
Cc1c(NC(=O)CSc2ncnc3ccccc23)c(=O)n(-c2ccccc2)n1C	1363	1548
Cc1ccc(-c2nn(-c3ccccc3)cc2C(=O)O)o1	1567	1871
Brc1cc2c(cc1C1Nc3ccccc3C3C=CCC31)OCO2 (stereo unspecified)	1653	1682
Cn1c(SCC(=O)N2CCc3ccccc3C2)nnc1-c1ccncc1	1381	1783
O=C(NNC1=NCCC1)c1cccc(S(=O)(=O)N2CCCC2)c1	1800	1755
C#CCn1c(=NC(=O)c2ccccc2[N+](=O)[O-])sc2cc(S(C)(=O)=O)ccc21	1647	1854
Cc1ccccc1Nc1nc(N)nc(COC(=O)c2cccc(S(=O)(=O)N(C)C)c2)n1	1815	1681
CCc1ccc(-c2cn3c(n2)SCC3)cc1	1375	1679
C=CCn1c(=S)[nH]c2sccc2c1=O	1503	1985
COc1ccc(OC)c2sc(NC(=O)c3ccc(Br)s3)nc12	1594	1646
Cc1ccc(C(=O)N2CCN(Cc3ccc4c(c3)OCO4)CC2)cc1[N+](=O)[O-]	1532	1569
Cc1cc(C)n(CCNC(=O)CC2C(=O)NCCN2Cc2ccc(C)o2)n1 (stereo unspecified)	1660	1896
CC12CCC(C(=O)N3CCCc4ccccc43)(OC1=O)C2(C)C (stereo unspecified)	1709	1957
c1ccc(OCc2nnc(-c3ccccc3)o2)cc1	1558	1733

In a second layout: entries from further up
COc1cccc(CSc2ccc(S(=O)(=O)N3CCOCC3)cc2C(=O)NCC2CCCO2)c1OC (stereo unspecified)
  SRC3 TRFRET art: 1632 | SRC1 TRFRET art: 1724

CCc1c(C)sc(NC(=O)c2ccccc2[N+](=O)[O-])c1C(N)=O
  SRC3 TRFRET art: 1542 | SRC1 TRFRET art: 1600

O=C(Nc1ncc(Cl)cc1Cl)c1c(F)cccc1Cl
  SRC3 TRFRET art: 1706 | SRC1 TRFRET art: 1843

CCN(CC)S(=O)(=O)c1ccc(/C=C/C(=O)OCC#N)cc1
  SRC3 TRFRET art: 1619 | SRC1 TRFRET art: 1844

Next entries follow.
Molecule	SRC3 TRFRET art	SRC1 TRFRET art
COc1ccc(CC(=O)NCCC(C)C)cc1S(=O)(=O)N1CCOCC1	1268	1756
CCN(CC)CC(=O)N(CC(=O)Nc1c(C)cc(C)cc1C)C1CCCCC1	1574	1703
CC(C)(C)OC(=O)NNC(=O)Nc1ccccc1C(F)(F)F	1622	1909
CCOc1ccc(-n2cc(-c3ccccc3)c3c(=O)[nH]cnc32)cc1	1529	1748
O=C(c1ccco1)N1CCN(Cc2cccc([N+](=O)[O-])c2)CC1	1557	1688
CN(CC(=O)NCc1ccncc1)S(=O)(=O)c1ccc2ccccc2c1	1807	2012
FC(F)(F)c1cccc(Cc2noc(CN3C[C@@H]4CCC[C@H]3C4)n2)c1	1782	2032
Cc1cc(C)cc(NC(=O)C(NCC2CCCO2)c2ccccc2)c1 (stereo unspecified)	1519	1736
NC(=O)C1(N2CCCCC2)CCN(C(=S)Nc2ccc(F)c(Cl)c2)CC1	1505	1982
N#Cc1c(NC(=O)CSc2nc(N)cc(=O)[nH]2)sc2c1CCCC2	1424	1496
O=C(c1ccco1)n1nc(-c2cccnc2)nc1NCc1ccco1	1660	1584
CC(=O)Nc1ccc(NC(=O)C(C)OC(=O)C2CC3C=CC2C3)cc1 (stereo unspecified)	1526	1776
CCOC(=O)c1c(C)[nH]c(C)c1C(=O)CSc1nc2ccccc2c(=O)n1-c1ccc(CC)cc1	1640	1883
Cc1ccc(CNC(=O)CCC2CCCN(Cc3c(C)nn(C(C)C)c3C)C2)o1 (stereo unspecified)	1675	1694
CN1CCN(C(=O)/C(=C\c2cccs2)NC(=O)c2ccco2)CC1	1430	1771
CCOc1ccc(C2Oc3nc(SC)nnc3-c3ccccc3N2C(C)=O)cc1OC (stereo unspecified)	1670	1790
CCOc1ccc2nc(N(CCN(CC)CC)C(=O)c3cccc([N+](=O)[O-])c3)sc2c1	1413	1953
C#CCOCCOCCOCCNc1nc(N2CCOCC2)nc(N2CCN(C(=O)[C@H](CCCCN)n3cc([C@@H](N)CC(C)C)nn3)CC2)n1	1755	1809
CCC(Br)C(=O)Nc1ccc(OC)cc1 (stereo unspecified)	1580	1884
Cc1ccc(-c2nnc(N3CCC(C)CC3)c3ccccc23)cc1	1603	1670

More entries
Values in the order – SRC3 TRFRET art | SRC1 TRFRET art
COc1ccc(C(=O)COC(=O)c2ccc(OC)c(OC)c2)cc1OC
    1527 | 1709
CC(C)(Oc1ccc(CCNC(=O)c2ccc(-c3ccccc3)o2)cc1)C(=O)O
    1500 | 1664
Nc1nc(-c2ccccc2)nc2sc3c(c12)CCCC3
    1644 | 1846
Cc1nn(Cc2ccc(C(=O)Nc3ccccc3F)cc2)c(C)c1Cl
    1649 | 1560
Cc1oc(-c2cc(F)ccc2F)nc1CN(C)Cc1ccc2nccnc2c1
    1799 | 2043
COC(=O)c1cn(-c2cccc(C)n2)cn1
    1577 | 1754
O=C(NC(=S)NCCC1=CCCCC1)c1ccccc1Br
    1786 | 1786
Cn1c(N)c(C(=O)c2cc(-c3ccncc3)nc3ccccc23)c(=O)n(C)c1=O
    1509 | 1651
CCOC(=O)C1=C2NC(=O)c3ccccc3N2C(=O)C1
    1559 | 1658
Cc1ccc(C)c(NS(=O)(=O)c2ccc3[nH]c(=O)oc3c2)c1
    1475 | 1545
O=C(O)Cc1ccc(C(=O)c2ccc(Cl)cc2Cl)s1
    1693 | 2208
CC(=O)c1cc(-c2ccccc2)n(CC(=O)Nc2cc(C)cc(C)c2)c1C
    1624 | 1913
O=C(O)CCc1nnc(SCC(=O)Nc2ccc(Br)cc2)[nH]c1=O
    1369 | 1630
O=C(Nc1ccccc1)N1CCC(=S)Nc2ccccc21
    1654 | 1918
O=C(NNC(=S)Nc1ccccc1)c1ccccc1[N+](=O)[O-]
    1589 | 2137
S=C(NCc1ccncc1)Nc1ccccc1
    1546 | 1901
CCOC(=O)c1c(Cc2cccc(Cl)c2)c[nH]c1C
    1157 | 1696
CON/C=N/C(=S)Nc1ncc(C(F)(F)F)cc1Cl
    1581 | 1565
CCOC(=O)C1CCN(C(c2ccc(OC)c(OC)c2)c2sc3nc(C)nn3c2O)CC1 (stereo unspecified)
    1595 | 1758
O=C(COc1ccccc1F)NCC(c1ccco1)N1CCCC1 (stereo unspecified)
    1514 | 1557
N#C/C(=C\Nc1ccc2c(c1)OCCO2)c1nc(-c2ccccc2)cs1
    1514 | 1739
CCc1ccc(-c2cc(N)n(-c3ccccc3)n2)cc1
    1687 | 2090
CCOC(=O)c1sc2nc(COC(=O)c3c(F)cccc3F)[nH]c(=O)c2c1C
    1834 | 2092
CCC(=O)Nc1ccc(Cl)c(NC(=O)c2cccc(OC)c2)c1
    1336 | 1654
CCOC(=O)NN1C(=O)c2ccccc2NC1C (stereo unspecified)
    1540 | 1974
O=C(NCCN1C(=O)S/C(=C/c2cccnc2)C1=O)C1CC(=O)N(Cc2ccccc2)C1 (stereo unspecified)
    1623 | 1720
C=CCn1nc(-c2ccccc2)c(N2CCCCC2)cc1=O
    1657 | 1692
Cn1c(-c2cc(Cl)ccc2O)nc2c1c(=O)[nH]c(=O)n2Cc1ccccc1
    1627 | 1614
CCCc1nn2c(N)c(/C=C3\C=Nc4ccccc43)c(=O)nc2s1
    1593 | 1732
Cc1ccc(CSCC(=O)NCCc2ccccc2)cc1
    1509 | 1786

Entries of single compounds, quoted from the list.
Results for COc1ccc(C(=O)COC(=O)c2ccc(OC)c(OC)c2)cc1OC : SRC3 TRFRET art = 1527; SRC1 TRFRET art = 1709
Results for O=C(O)Cc1ccc(C(=O)c2ccc(Cl)cc2Cl)s1 : SRC3 TRFRET art = 1693; SRC1 TRFRET art = 2208

Further results follow:
Values in the order – SRC3 TRFRET art | SRC1 TRFRET art
Cc1cc(C)cc(NC(=O)OCCN2CCN(Cc3ccccc3)CCC2=O)c1
    1501 | 1390
CN(C(=O)COc1ccc(Cl)cc1)c1nnc(C23CC4CC(CC(C4)C2)C3)s1
    1350 | 1892
COc1ccc(N2CCN(C(=O)Cc3coc4cc(C)ccc34)CC2)cc1
    1634 | 1924
Cc1ccc(C)c(S(=O)(=O)N=Nc2c(O)[nH]c3ccccc23)c1
    1410 | 1806
O=C(N/C(=C/c1cccs1)C(=O)N1CCOCC1)c1cccs1
    1769 | 1793
COCCn1c(SCC(=O)c2ccccc2)nc2c(c1=O)SCC2
    1533 | 1694
Cc1ccc(S(=O)(=O)N2CC3(C)CN(S(=O)(=O)c4ccc(C)cc4)CC(C)(C2)C3O)cc1 (stereo unspecified)
    1854 | 1916
O=C(/C=C/c1ccco1)NCCCN1CCOCC1
    1505 | 1743
CS(=O)(=O)N1CCN(c2ccc(NC(=S)NC(=O)c3ccccc3[N+](=O)[O-])cc2)CC1
    1373 | 1671
COc1ccc(/C(C)=N/NS(=O)(=O)c2ccccc2)c(OC)c1
    1323 | 1637
CCOC(=O)c1c(-c2ccc(OCC)cc2)csc1NC(=O)CCN1C(=O)c2ccccc2C1=O
    1625 | 1733
O=C(NNC(=O)c1ccc2c(c1)OCO2)NC12CC3CC(CC(C3)C1)C2
    1552 | 1772
COc1cc(NC(=S)Nc2cccc(C)n2)cc(OC)c1OC
    1610 | 1655
CC(C)OC(=O)c1ccc(COC(=O)c2cccc(-c3nnc(-c4ccccc4)o3)c2)cc1
    1589 | 1617
NC(=O)c1cccnc1Nc1ccccc1F
    1504 | 2010
Oc1c(Br)cc(Br)cc1CNc1ccc(F)cc1
    1708 | 1825
CCCc1nn(C)c2c(=O)[nH]c(-c3ccccc3OCC)nc12
    1581 | 1600
N/C(=N\OC(=O)c1ccccc1)c1cccnc1
    1775 | 1742
O=C(c1ccc(CN2CCc3ccccc3C2)cc1)N1CCCCC1
    1723 | 1972
Cc1ccc(S(=O)(=O)n2nnc3ccccc32)c(C)c1C
    1633 | 1693
CCOC(=O)c1ccc(-c2nnc(-c3ccc(Cl)cc3Cl)o2)cc1
    1657 | 1911
O=S(=O)(Nn1cnnc1)c1ccc2ccccc2c1
    1301 | 1580
Cc1ccc(-c2nc(Cl)nc3ccccc23)cc1
    1505 | 1492
CC(c1ccccc1)N1CCc2[nH]c(=S)[nH]c(=O)c2C1 (stereo unspecified)
    1563 | 1605
COC(=O)c1ccc(/C=N/Nc2nc(-c3ccccc3)cs2)cc1
    1487 | 1867
COC(=O)c1ccc(COc2ccc(/C=N/N3CCN(C)CC3)cc2)cc1
    1630 | 2016
CCOC(=O)COc1nc(Nc2ccccc2C)nc(N(C)C)n1
    1525 | 1851
COc1ccc(C)cc1NC(=O)c1ccc(CN2CCN(c3ccccc3)CC2)cc1
    1614 | 1808
CCOC(=O)C1=C(C)NC(=O)CC1c1cc2c(cc1[N+](=O)[O-])OCO2 (stereo unspecified)
    1614 | 1825
Cc1ccc(F)c(NC(=O)c2ccc(Cn3cc(Cl)cn3)cc2)c1
    1611 | 1822
COc1ccc(NS(=O)(=O)c2ccc(NS(=O)(=O)c3ccc(C)cc3)cc2)nn1
    1434 | 1883

A portion of the library; count on the stated rates, not on these rows.
